Screening data from PubChem BioAssay.
GSK3A inh: inhibitors of human GSK-3 alpha kinase; P49840; ADP-Glo luminescence, 60 min; inhibition, % at 10 µM; hit rate 0.1% among 320,000;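 in the data active = inhibition above about 50%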;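 also: GST-tagged GSK-3 alpha with peptide substrate and 25 µM ATP; 0% = DMSO neutral wells and 100% = GW8510 positive control wells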
Target sequence (P49840 whole entry, looked up): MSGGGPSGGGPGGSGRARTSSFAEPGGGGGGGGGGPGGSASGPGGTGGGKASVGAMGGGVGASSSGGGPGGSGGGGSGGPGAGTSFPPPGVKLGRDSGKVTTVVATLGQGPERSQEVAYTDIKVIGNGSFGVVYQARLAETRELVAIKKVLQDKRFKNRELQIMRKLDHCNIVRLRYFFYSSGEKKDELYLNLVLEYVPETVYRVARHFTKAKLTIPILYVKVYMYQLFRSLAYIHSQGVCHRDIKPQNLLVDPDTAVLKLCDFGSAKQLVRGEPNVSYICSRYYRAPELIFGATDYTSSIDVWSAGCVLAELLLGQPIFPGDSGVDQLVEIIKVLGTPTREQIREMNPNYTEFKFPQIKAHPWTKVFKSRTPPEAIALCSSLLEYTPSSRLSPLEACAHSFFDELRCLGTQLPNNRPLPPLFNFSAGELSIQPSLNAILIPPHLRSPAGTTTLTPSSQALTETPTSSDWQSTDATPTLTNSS
KLF5 inh: suppresses KLF5 promoter-driven expression; inhibition, % at 5 µM; hit rate 0.23% among 290,000; DLD-1 KLF5 promoter-luciferase reporter, luminescence; AID 1700;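 active = inhibition above a per-plate limit of that plate's mean compound inhibition plus 3 SD, cut at about 60% in these data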;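 also: 0% = DMSO wells and 100% = LY294002 at 200 µM; higher means less KLF5 promoter-driven luciferase light; inactives centre near -14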
IEC-6 tox: kills IEC-6 intestinal cells in KLF5 counter-screen | IEC-6 cytotoxicity, luminescence viability | inhibition, % at 5 µM | hit rate 0.78% among 290,000 | AID 1825; in the data active = inhibition above about 22%;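 also: 0% = plate median of test compound wells and 100% = cytotoxic reference compound wells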
GSK3B inh: inhibitors of human GSK3beta kinase; AID 2097; activity score (negative = inhibition), % at 10 µM; hit rate 0.038% among 300,000; P49841; GST-GSK3beta kinase, ADP-Glo luminescence, 60 min; active compounds read low;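 active = more than half of replicate wells score below -50%, meaning over 50% inhibition versus plate controls; inconclusive = some replicates but at most half score below -50%; inactive = no replicate scores below -50%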;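 also: 0% = median DMSO wells and -100% = median GW8510 positive control wells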
Target sequence (P49841 whole entry, looked up): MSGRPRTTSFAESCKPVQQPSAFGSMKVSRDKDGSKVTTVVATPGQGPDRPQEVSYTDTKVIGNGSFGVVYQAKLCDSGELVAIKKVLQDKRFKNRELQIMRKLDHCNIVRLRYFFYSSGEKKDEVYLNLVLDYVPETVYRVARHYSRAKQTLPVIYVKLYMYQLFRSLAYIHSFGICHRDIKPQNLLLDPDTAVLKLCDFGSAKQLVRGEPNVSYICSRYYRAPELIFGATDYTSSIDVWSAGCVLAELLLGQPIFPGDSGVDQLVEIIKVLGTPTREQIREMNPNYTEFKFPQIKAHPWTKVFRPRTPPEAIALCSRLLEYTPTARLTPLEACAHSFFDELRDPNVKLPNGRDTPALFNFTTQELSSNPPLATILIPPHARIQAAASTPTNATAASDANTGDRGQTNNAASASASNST
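test system = GST-tagged human GSK3beta kinase, cell-free | reagent = 25 µM ATP with peptide substrate | dosing = one dose of 10 µM per compound | schedule = 60 min reaction, RT | detection = luminescent ADP-Glo measurement of ADP formed | control set = DMSO neutral wells and GW8510 at 20 µM as positive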
Dyrk1A ADPGlo: inhibitors of rat Dyrk1A kinase; ADP-Glo luminescence, NFATc1 peptide; inhibition, % at 12.5 µM; hit rate 0.43% among 310,000; AID 504441; in the data active = inhibition above about 50%;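 also: plate controls were vehicle with enzyme for no effect and no enzyme for full effect; many of its hits are not listed in these tables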
HSF1 inhib: HSF1 inhibition | activity change, negative = inhibition, % at 7.5 µM (by protocol) | NIH3T3-HGL HSE-luciferase, MG132-induced, luminescence 8 h; active compounds read low | hit rate 0.77% among 300,000;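 active = more than half of replicate wells show activity change below -50%, luminescence cut by over half; inconclusive = some wells, but at most half, below -50%; inactive = no replicate well below -50%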;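 also: luciferase reports HSF-1 transcriptional activity via heat shock element; 0% = median of DMSO wells and -100% = zero luminescence signal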
Platelet DG rel: modulates dense granule release in human platelets. hit rate 0.22% among 300,000. inhibition, %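 (compounds screened at 7.5 µM in platelet-rich plasma)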. AID 1663. human platelet-rich plasma, SFLLRN dense granule ATP release, luminescence;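 active = mean replicate score, as percent of positive control, at or above 50; inconclusive = mean below 50 but at least one replicate at or above 50; inactive = mean and every replicate below 50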
HSP90 inh: HSP90 refolding inhibition in rabbit reticulocyte lysate | luciferase refolding luminescence, 3 h | inhibition, % at 5.6 µM | hit rate 0.91% among 290,000;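 active = inhibition above the screen-wide mean plus 3 SD, computed separately per campaign, cut at about 16% in these data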;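 also: 0% = DMSO wells and 100% = 60 µM geldanamycin wells; inhibitors lower the luminescence because luciferase stays unfolded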
aSyn UTR inh: 5' untranslated region of α-synuclein, MLPCN primary screen; inhibition, % (tested at 7.5 µM); alpha-synuclein 5'UTR reporter, inhibitor activity; hit rate 0.82% among 300,000; AID 1813; in the data active = inhibition above about 60%; inconclusive = no clear call, values can overlap the other calls;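 also: H4 neuroglioblastoma cells stably carrying SNCA 5'UTR luciferase fusion; 0% = DMSO wells and 100% = positive control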
HSF-1 act: increases HSF-1 driven luciferase reporter signal. AID 504408. hit rate 1.7% among 300,000. NIH3T3-HGL HSF-1 luciferase reporter, MG132, 8 h; 100% = twice DMSO control signal. activation, % at 9 µM;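 active = mean replicate activation of at least 50% with a set share of replicates each reaching 50%; inconclusive = only one of those two conditions met; inactive = mean below 50% and too few replicates reaching it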;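 also: 0% = median of the neutral control wells and 100% = twice that signal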
* hit, by the source's call; ? = inconclusive; · = not tested or not shown.

no.	compound	IEC-6 tox	HSF1 inhib	Platelet DG rel	HSF-1 act	KLF5 inh	HSP90 inh	Dyrk1A ADPGlo	GSK3B inh	GSK3A inh	aSyn UTR inh
1	COc1ccccc1N(C)S(=O)(=O)c1ccc(C(=O)OCC(=O)NCC(F)(F)F)cc1	-3	-3	0	-19	21	-1	-1	-4	-1	6
2	COc1cccc(NC(=O)C(OC(=O)/C=C/c2ccc3c(c2)OCO3)c2ccccc2)c1 (centres undefined)	3	17	1	54*	4	9	-13	0	1	-18
3	Cc1ccc(C(=O)NCCCn2ccnc2)cn1	3	-11	-1	-12	-17	-6	2	1	·	-6
4	COc1ccc(S(=O)(=O)N2CCCOC2CNC(=O)C(=O)NCCCN2CCOCC2)cc1C (centres undefined)	1	1	-6	-1	-40	-3	-2	-1	-1	-6
5	Cc1ccc(C(=O)NCCc2nnc3ccc(SCC(=O)NCc4ccc(F)cc4)nn23)cc1	-1	6	-7	-2	-4	2	-2	-16	1	-18
6	CN(C(=O)c1cccs1)c1ccccc1C(=O)O	-6	-1	2	-3	-2	0	-1	6	-3	17
7	CCOc1ccccc1OCCCC(=O)Nc1sccc1C(N)=O	1	-6	29	-1	19	0	-7	-7	2	22
8	Fc1ccc(-c2csc3ncnc(Nc4ccc(N5CCOCC5)cc4)c23)cc1	6	-5	-3	8	7	-2	14	2	-1	6
9	COc1ccc(CNc2cccc3[nH]c(C(F)(F)F)nc23)cc1OC	2	-7	-3	8	-28	2	-3	1	-1	1
10	O=c1cc(-c2cccc([N+](=O)[O-])c2)[nH][nH]1	-1	0	0	2	-3	24*	2	3	-1	7
11	Cc1c(CC(C)C)nc(N)c(C#N)c1-c1ccccc1	0	-11	0	-18	-17	3	7	2	-1	38
12	COc1cc(OC)cc(-c2oc3cccnc3c2C#CCCO)c1	25*	4	11	29	-20	-4	11	-1	3	-4
13	CCCn1c(=O)c2sccc2n2c(CCCC(=O)NC3CCN(Cc4ccccc4)CC3)nnc12	1	-1	1	-20	-2	1	-3	-3	2	7
14	CCOC(=O)c1c(NC(=O)Cn2c(=O)oc3ccccc32)oc(C)c1C(C)=O	-8	4	3	0	-32	0	2	-1	-1	16
15	COC(=O)c1c(C(=O)OC)c(C)n(Cc2ccco2)c1C	5	5	2	-1	-17	-1	2	-1	3	15
16	CC(C)c1ccccc1NC(=O)CNC(C)c1ccc(F)cc1 (centres undefined)	1	1	2	-2	0	0	-1	1	-1	4
17	CC(CCc1ccccc1)NC(=O)C1CCCN(C(=O)c2cc3sccc3n2C)C1 (centres undefined)	-4	10	-4	-1	4	6	6	0	0	2
18	COc1ccccc1-c1ccc(=O)n(CC(=O)NC2CCc3ccccc32)n1 (centres undefined)	-2	-7	-4	17	-5	3	·	-4	-8	-26
19	CC(C)N(CCCNC(=O)c1nn(C)c2c1CS(=O)(=O)c1ccccc1-2)Cc1ccccc1	1	-5	-7	-7	-15	-3	2	-2	-1	19
20	CCOc1cc(C(=O)Nc2ccc(S(=O)(=O)NC3=NCCCCC3)cc2)cc(Br)c1OC	·	5	-1	19	·	·	-2	0	0	22
21	O=[N+]([O-])c1ccc(Cl)c(/C=N/n2c(C3CCCCC3)n[nH]c2=S)c1	-2	4	-9	4	-14	-2	-1	0	8	-56
22	CCOc1ccccc1CN1C(=O)c2ccccc2C1C(=O)NC(C)CC (centres undefined)	1	2	12	-11	-29	1	-4	-1	-2	4
23	C=CCOc1c(Br)cc(/C=N/Nc2ccc(C(=O)O)cc2)cc1OCC	39*	-53*	-17	-53	-8	20*	-2	2	4	-123
24	CC(C)Cc1nc(Cl)c(C#N)c2c1CCC2	2	·	·	·	-12	2	-2	-1	0	·
25	NC(=O)NOCc1ccc(Cl)cc1Cl	0	-8	-2	-3	-26	2	-4	2	-8	15
26	CC12CCC(=O)N1C(C(=O)OCC(=O)Nc1sccc1C#N)CS2 (centres undefined)	8	-1	-5	27	-3	6	7	-7	6	-4
27	Cc1cc(C)c(OCC(=O)OC(C)C(=O)N2CCc3ccccc32)c(C)c1 (centres undefined)	·	-3	0	-5	·	·	-3	7	-1	-5
28	CC(=O)c1ccc(Nc2cnn(C34CC5CC(CC(CC(=O)O)(C5)C3)C4)c(=O)c2Cl)cc1	4	-2	3	-4	15	2	4	0	-4	0
29	CP(=O)(COC(=O)c1ccccc1)COC(=O)c1ccccc1	-1	-2	5	7	14	3	7	1	0	5
30	Clc1ccccc1-c1nnc2sc(CCc3ccccc3)nn12	-3	-6	7	-4	-20	1	32	2	-3	29
31	CCOc1ccc(C(C)NC(=O)c2cccnc2OCC)cc1OCC (centres undefined)	2	-3	-2	-10	-16	2	0	1	4	14
32	CCN1CCN(C(=O)c2oc(=O)c3ccccc3c2-c2ccc(C)cc2)CC1	-6	15	-4	43	-16	-8	1	-1	·	-1
33	Cc1cc(C(F)(F)F)n2nc(-c3sccc3-n3cccc3)cc2n1	4	18	-6	6	-26	-6	-3	3	0	-19
34	Cc1ccc(NC(=O)COC(=O)CCNS(=O)(=O)c2ccc(C)c(C)c2)cc1	1	11	-3	29	1	-1	-3	0	-5	-15
35	CCn1c(SCC(=O)N/N=C/c2ccccc2OCC(=O)O)nnc1-c1ccc(OC)cc1	7	-5	-2	6	23	1	5	2	-1	-17
36	CC1(C)CC(Cc2nc(=S)[nH][nH]2)C(=O)O1 (centres undefined)	-4	-1	-10	-3	-14	0	-4	-3	-3	-4
37	COc1cc(NC(=O)COC(=O)CNC(=O)c2ccc(C)cc2)c(C)cc1[N+](=O)[O-]	2	-13	12	-7	-22	0	-5	0	1	-7
38	CCN1CCN(S(=O)(=O)c2ccc(Cl)c(C(=O)Nc3nnc(C)s3)c2)CC1	·	-3	-3	9	·	·	3	1	-1	-8
39	COc1ccccc1/C=N/Nc1nccnc1Cl	2	-4	68*	0	-104	16	8	1	1	-98
40	COc1ccc(C(=O)O)cc1S(=O)(=O)Nc1ccccc1-c1ccccc1	-6	6	11	15	-35	1	-1	·	-3	-16
41	COc1ccc(CC(=O)Nc2ccc(-c3cn4ccc(C)cc4n3)cc2)cc1	7	28	-10	?	-71	2	5	-2	1	-110
42	O=[N+]([O-])c1ccc(Sc2n[nH]c(-c3ccccc3)n2)nc1	1	9	-1	15	-28	-1	0	8	-5	-73
43	COc1ccc(Cn2nnnc2CN(Cc2cc3ccc(C)cc3[nH]c2=O)C2CCCC2)cc1	-3	4	0	6	-16	-2	·	-1	-3	32
44	COc1ccc(-n2nc(C(=O)NCC(=O)N3CCC(C)CC3)c3ccccc3c2=O)c(OC)c1	0	13	5	13	-55	-1	-2	-1	-2	-27
45	CCOC(=O)/C(C#N)=C/Nc1ccccc1OC(F)(F)F	6	1	30	-1	-46	4	·	3	3	-7
46	O=C(CCc1ccccc1)Nc1ccccc1C(=O)NCc1ccco1	3	2	4	1	4	4	3	0	0	2
47	COCCNC(=O)c1cccc(OC2CCN(Cc3ccccc3OC(F)F)CC2)c1	3	-2	3	-1	-16	-3	13	-2	1	-8
48	COC(=O)c1ccccc1OCCOCCOc1cccc2cccnc12	6	-6	9	0	-2	-3	-5	-7	-1	-5
49	CCOC(=O)C1CCCN(C2=NC(=O)/C(=C/c3ccc(OC)cc3OC)S2)C1 (centres undefined)	1	9	-1	8	-21	-3	39	0	1	3
50	CCOc1ccccc1CN1CCN(Cc2nc3c(s2)CCCC3)CC1CCO (centres undefined)	-6	·	13	·	-25	0	1	-1	-1	18
51	O=c1c2ccccc2nc2n1CC/C2=C\N1CCN(c2ccc([N+](=O)[O-])cc2)CC1	·	3	-1	-13	·	·	0	-3	-2	-3
52	Cc1ccc(C)c(NC(=O)C(Sc2nncn2C)c2ccccc2)c1 (centres undefined)	-2	11	4	34	5	0	4	2	2	-18
53	COc1cc(/C=C2\SC(=S)N(C(C(=O)O)c3ccccc3)C2=O)cc(OC)c1OC (centres undefined)	-3	2	6	-1	9	3	3	3	-5	0
54	Cc1ccc(Cl)cc1NC(=O)c1cnn2c1NC(c1ccco1)CC2C(F)(F)F (centres undefined)	2	0	5	-10	-11	-2	-4	0	·	19
55	COc1ccc(C(CNC(=O)CSc2ccc(Br)cc2)N2CCOCC2)cc1 (centres undefined)	·	6	4	12	·	·	12	3	-5	15
56	CCc1ccc(CNC(=O)CN2C(=O)COc3ccccc32)cc1	-9	·	-9	·	-1	-3	1	-4	-2	-12
57	CCC(CC)c1nnc(NC(=O)CCCN2C(=O)c3ccccc3C2=O)s1	-2	-2	3	-11	-8	-2	6	-1	-2	4
58	COc1ccc(C2=Nn3c(nnc3-c3ccccn3)SC2)cc1OC	1	-8	14	-5	-7	1	6	-2	5	?
59	CCC(C)N1C(=O)CN(C2CCCCCC2)C(=O)C1c1ccccc1F (centres undefined)	4	7	9	4	-15	-3	·	-5	3	-27
60	COC(=O)c1c(NC(=O)c2ccc(C)o2)sc2c1CCCCC2	0	29	-1	60*	-28	0	5	1	·	-184

Other structures follow:
no.	compound	IEC-6 tox	HSF1 inhib	Platelet DG rel	HSF-1 act	KLF5 inh	HSP90 inh	Dyrk1A ADPGlo	GSK3B inh	GSK3A inh	aSyn UTR inh
61	O=C1Nc2ccccc2C12OCC(COc1ccc(Cl)cc1)O2 (centres undefined)	-2	9	0	16	-4	1	2	1	-5	-20
62	Clc1ccc(CN(Cc2ccccc2)C(c2cccs2)c2nnnn2C2CCCC2)cc1 (centres undefined)	1	-4	-3	-9	-33	5	1	5	0	32
63	COc1ccc(Cl)cc1NC(=O)Nc1ccc(C(=O)N2CCOCC2)cc1	5	-13	14	-16	-24	0	11	1	-2	-5
64	O=C(CN1C(=O)C2C3CCC(C3)C2C1=O)NCc1ccco1 (centres undefined)	1	3	1	-1	3	0	-8	-2	-2	0
65	Clc1ccc(CNc2cnccn2)cc1	2	-7	4	10	-1	0	0	1	-3	-1
66	CCCCOc1ccc(/C=C/C2=CC(C)(C)NC(=S)N2)cc1OCC	7	13	1	21	-9	1	-2	0	-2	-27
67	Cc1ccc(S(=O)(=O)/N=S(\C)CC2CC2(Cl)Cl)cc1 (centres undefined)	-3	-3	-9	-6	-3	-1	7	3	-4	36
68	CS(=O)(=O)c1ccc2nc(NC(=O)C3C4C=CC(C4)C3C(=O)O)sc2c1 (centres undefined)	0	-1	-6	-4	-15	-1	15	-2	0	-3
69	C/C(=N\NC(=O)c1nnn(-c2nonc2N)c1-c1cccs1)c1cccnc1	4	-5	5	1	-18	-1	-2	-1	6	7
70	CC(C)(C)c1cccc(Oc2nn[nH]n2)c1	10	-3	1	-16	-14	4	-6	4	-5	13
71	N#Cc1c(SCC(=O)Nc2nccs2)sc2c(O)cc(=O)[nH]c12	-4	4	9	-12	-9	2	7	-17	18	-37
72	CCO/N=C(\C)c1c(O)c2ccccc2n(C)c1=O	-7	-6	-1	-3	-16	-6	-1	3	-2	-3
73	CCn1cc(C(=O)NC2CC(C)(C)Cc3c2cnn3-c2cccc(F)c2)cn1 (centres undefined)	7	-1	14	-8	-21	0	-1	0	-1	22

Some of the compounds tested; the hit share may differ from the screen's.
